# aSyn yeast inh = rescues yeast growth from alpha-synuclein toxicity; Potency, µM (top dose mostly 46.1 µM), inactives show top-dose growth rescue (activation), most hits filed as activators; actives 0.14% (n = 370,000); Yeast expressing alpha-synuclein, growth rescue, BacTiter-Glo, 24 h; further: % of control where 0% means no effect; nearly all actives have a fitted effect of over 65% in size
#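 Screening used galactose-induced yeast with toxic alpha-synuclein levels, exposed to compound for 24 hr at 30 deg C. Cell growth, read with BacTiter-Glo luminescence, gave the measured signal.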
# FUS suppressor = rescues growth of FUS-expressing yeast; S. cerevisiae FUS-expressing, growth rescue, OD600, 24 h; Potency, µM (top dose mostly 76.6 µM), for the others: at the highest dose growth rescue (activation), usual class: activators; actives 0.24% (n = 390,000); AID 1347120;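 further: plate controls were DMSO vehicle for no effect and reference control for full effect; nearly all actives have a fitted effect of over 55% in size; some results filed as inactive show a strong effect at the top dose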
#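 Toxicity suppression screen in FUS-yeast. Cells induced with 2% galactose, starting OD 0.005, treated 24hr at 30C with compounds at multiple final concentrations; growth by OD600.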
# EPAC1 antagonist = EPAC1 (human) antagonism. O95398. EPAC1 GEF assay, Rap1b-BODIPY-GDP exchange fluorescence. Potency, µM (series often up to 115 µM), for the others: top-dose activity change, negative = inhibition, actives largely listed as inhibitors. actives 0.14% (n = 360,000);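 further: plate controls were vehicle for no effect and positive control for full effect; nearly all actives have a fitted effect of over 50% in size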
# TDP-43 yeast inh = TDP-43 toxicity inhibition in yeast; TDP-43 expressing yeast growth rescue, BacTiter-Glo, 24 h; Potency, µM (doses to about 46.1 µM), inactives show top-dose growth rescue (activation), usual class: activators; actives 1.8% (n = 410,000); further: % of control where 0% means no effect; nearly all actives have a fitted effect of over 50% in size
#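 Luminescence from BacTiter-Glo reports growth of TDP-43-expressing yeast after 24 hr at 30 deg C with compound. Cells were raffinose-pregrown to mid-log, then seeded in galactose medium at OD600=0.02.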
# EPAC2 antagonist = antagonists of human EPAC2; Potency, µM (titrated, usually from 114 µM), for inactives: at the highest dose activity, negative = inhibition, usual class: inhibitors; EPAC2 GEF exchange of Rap1B-BODIPY-GDP, fluorescence; Q8WZA2; AID 720708; actives 0.18% (n = 360,000); further: on the % scale 0 is the no-effect control and ±100 the full control effect; nearly all actives have a fitted effect of over 45% in size; many of its hits are not listed in these tables
# Target sequence (Q8WZA2 whole entry, looked up): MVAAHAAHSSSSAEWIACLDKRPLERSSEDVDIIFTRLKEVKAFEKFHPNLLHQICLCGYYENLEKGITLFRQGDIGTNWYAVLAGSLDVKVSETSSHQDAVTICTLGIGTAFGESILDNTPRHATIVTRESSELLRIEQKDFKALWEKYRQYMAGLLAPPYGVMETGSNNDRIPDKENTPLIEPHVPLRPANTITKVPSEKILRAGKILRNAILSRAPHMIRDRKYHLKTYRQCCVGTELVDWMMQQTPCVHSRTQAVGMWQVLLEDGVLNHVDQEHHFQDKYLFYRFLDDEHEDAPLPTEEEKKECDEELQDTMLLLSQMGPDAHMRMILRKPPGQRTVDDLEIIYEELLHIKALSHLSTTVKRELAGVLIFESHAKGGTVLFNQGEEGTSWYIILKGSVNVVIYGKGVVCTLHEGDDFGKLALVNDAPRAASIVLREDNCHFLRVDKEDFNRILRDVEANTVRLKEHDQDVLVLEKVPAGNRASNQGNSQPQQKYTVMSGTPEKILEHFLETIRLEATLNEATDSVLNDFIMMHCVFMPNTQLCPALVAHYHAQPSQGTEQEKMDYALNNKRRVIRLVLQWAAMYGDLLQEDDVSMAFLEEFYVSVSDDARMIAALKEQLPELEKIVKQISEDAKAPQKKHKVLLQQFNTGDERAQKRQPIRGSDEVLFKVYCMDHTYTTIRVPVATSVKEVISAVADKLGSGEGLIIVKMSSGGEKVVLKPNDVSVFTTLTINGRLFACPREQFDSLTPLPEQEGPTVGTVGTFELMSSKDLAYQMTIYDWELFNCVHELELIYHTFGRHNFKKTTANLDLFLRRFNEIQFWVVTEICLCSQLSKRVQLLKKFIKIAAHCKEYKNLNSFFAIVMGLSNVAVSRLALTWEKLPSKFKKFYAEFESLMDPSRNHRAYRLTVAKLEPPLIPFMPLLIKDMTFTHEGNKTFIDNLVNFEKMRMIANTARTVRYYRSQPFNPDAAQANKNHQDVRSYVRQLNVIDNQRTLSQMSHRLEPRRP
# EPAC2 ag = agonists of human EPAC2 (RAPGEF4). Potency, µM (doses to about 154 µM), for inactives: at the highest dose activation, hits mostly activators. actives 0.079% (n = 360,000). Q8WZA2. EPAC2 activation, biochemical qHTS; response scale: 100% = 6.5 mM cAMP response; further: nearly all actives have a fitted effect of over 50% in size
#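 Compounds were titrated in qHTS against a Rap1B-BODIPY-GDP (250 nM) complex with EPAC2 (100 nM) and GDP (50 uM). BODIPY-GDP release tracked at 480/540 nm over 30 min at room temperature, normalized to 6.5 mM cAMP.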
# EPAC1 ag = EPAC1 (human) agonism; O95398; EPAC1 agonist qHTS, biochemical assay; response scale: 100% = response to 6.5 mM cAMP; Potency, µM (highest dose often 154 µM), inactives show at the highest dose activation, usual class: activators; actives 0.073% (n = 360,000); AID 720707; further: nearly all actives have a fitted effect of over 60% in size
#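 Multi-concentration qHTS readout: loss of Rap1B-bound BODIPY-GDP fluorescence driven by 100 nM EPAC1 with excess GDP (50 uM), monitored kinetically at room temperature; agonist response expressed relative to 6.5 mM cAMP.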
# PTHR1 ag = PTHR1 (human) receptor agonism; Q03431; HEK293 GP2 PTHR1 cells, GloSensor cAMP luminescence, 1 h; Potency, µM (top dose mostly 115 µM), inactives show top-dose activation, actives largely listed as activators; actives 0.075% (n = 410,000); AID 743266; further: nearly all actives have a fitted effect of over 55% in size; some results filed as inactive show a strong effect at the top dose; inactives centre near -15; many of its hits are not listed in these tables
#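 HEK-293-derived GP2 cells expressing PTHR1 and a GloSensor cAMP reporter, 3,000/well, plated overnight, given luciferin plus IBMX (each 0.5 mM as added) for 1 h at 37 °C, then compound for 1 h at 37 °C. Luminescence was read after 15 min at room temperature.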
# The depositor's hits bear a star; i = inactive; ? = inconclusive; . = no result given; [ ] = remark or other dose. The call rests on the fitted dose curve; in most records, active means well fitted curve in the direction sought with a large enough effect; inconclusive means small, poorly fitted or top-dose-only effect, or another doubt; inactive means no such curve, though single readings can be large; an effect the other way counts as inactive or inconclusive. Potency means the concentration at half of the fitted maximal effect.
SMILES,aSyn yeast inh,FUS suppressor,EPAC1 antagonist,TDP-43 yeast inh,EPAC2 antagonist,EPAC2 ag,EPAC1 ag,PTHR1 ag
Cc1cccc(CCNC(=O)C2CC(O)CN2C(=O)Nc2ccccc2)c1 (centres undefined),-5.3%,-0.2%,16.1%,-1.7%,26.7%,5.6%,-9.4%,22.9%
S=C1NCN(Cc2ccco2)CN1c1ccccc1,1.9%,-5.8%,5.3%,-2.3%,4.2%,0.0%,-4.4%,i
CC(C)CNC(=O)CCSc1nc(-c2ccc3c(c2)OCO3)cc(C(F)(F)F)n1,-0.3%,-21.0%,.,0.0%,.,.,.,i
Cc1ccc2oc(/N=C(\N)NC(=O)C3CC3)nc2c1,-28.3%,7.7%,1.5%,20µM*,-6.2%,1.6%,-5.3%,-34.5%[inhibitor]
CCOc1ccc(NC(=O)CCC(=O)OC)cc1,0.2%,10.2%,1.6%,-13.5%,-3.0%,11.9%,4.9%,-16.2%[57.5 µM]
CN(C)CCCN(C(=O)c1ccc(S(=O)(=O)N2CCCCC2)cc1)c1nc2cc3c(cc2s1)OCO3,-0.5%,39.0%,-7.9%,-11.2%,-1.4%,10.0%,-6.7%,i
COCCNC(=O)C(c1ccc(Cl)cc1)N(CCOC)C(=O)CCC(=O)Nc1nccs1 (centres undefined),1.8%,8.6%,-9.5%,-2.6%,5.8%,7.7%,10.8%,-92.6%[inhibitor]
COc1cc(C(=O)COC(=O)C2CCCCC2)cc(OC)c1OC,-12.7%,15.9%,-6.2%,29.9%,-8.4%,13.9%,-1.6%,i
CCCCOC(=O)c1ccc(NC(=O)COC(=O)C2CSC3(C)CCC(=O)N23)cc1 (centres undefined),0.3%,31.5%,-7.0%,-14.2%,-5.1%,18.8%,0.2%,-92.5%[inhibitor]
Cc1ccc(N2C(=O)CC(c3ccsc3)C3=C2CC(C)(C)CC3=O)cc1 (centres undefined),-2.2%,28.6%,1.9%,11.1%,6.2%,3.6%,-8.6%,i
CC(=O)c1cn(-c2ccc(Cl)cc2)c(=O)[nH]c1=O,-12.8%,-2.5%,-0.1%,-15.0%,-4.4%,4.2%,7.8%,i
Cc1ccc(-c2nnc(-n3nc(C)cc3C)c3ccccc23)cc1,9.6%,.,-12.6%,-18.9%,-2.7%,6.6%,1.3%,i
O=C(COc1ccccc1)NNC(=O)c1cc2ccccc2oc1=O,0.5%,.,-3.2%,25.5%,4.7%,-4.9%,-2.5%,-10.9%
O=c1cc(-c2ccccc2)nc2nc(-c3ccccc3)[nH]n12,1.8%,25.6%,9.9%,-30.0%,12.4%,-2.9%,0.6%,-30.8%[inhibitor]
COc1ccc(/C=N/NC(=O)c2nc(Cl)c(Cl)c(N)c2Cl)cc1COc1ccccc1F,4.7%,25.1%,-12.4%,12.7%,7.8%,1.0%,6.5%,-5.9%
CCc1cccc(C)c1NC(=O)CN1C(=O)C2(SCC(=O)N2c2cc(C)cc(C)c2)c2ccccc21 (centres undefined),27.3%,?,.,12.4%,.,.,.,i
O=C(CNC(=O)c1cccs1)OCC(=O)c1ccccc1,0.0%,-3.1%,5.4%,-18.1%,-3.4%,6.5%,5.2%,1.8%[57.5 µM]
O=C(Nc1nc2c(Cl)ccc(Cl)c2s1)C1CC1,-15.1%,-29.3%,3.2%,?,2.1%,4.7%,7.4%,-3.4%
COC(=O)C1CCN(C(=O)/C=C/c2ccc3c(c2)OCO3)CC1,-3.8%,5.2%,-18.4%,9.4%,0.6%,3.9%,6.6%,-7.5%
CCN(C1CCCCC1)S(=O)(=O)CCNC(=O)c1ccc(OC)cc1,5.6%,12.1%,7.1%,?,11.0%,-6.3%,-4.8%,-19.4%

# An excerpt from above in order of the PTHR1 ag value, highest first.
Compound | PTHR1 ag
O=C(Nc1nc2c(Cl)ccc(Cl)c2s1)C1CC1 | -3.4%
COc1ccc(/C=N/NC(=O)c2nc(Cl)c(Cl)c(N)c2Cl)cc1COc1ccccc1F | -5.9%
COC(=O)C1CCN(C(=O)/C=C/c2ccc3c(c2)OCO3)CC1 | -7.5%

# More records
SMILES,aSyn yeast inh,FUS suppressor,EPAC1 antagonist,TDP-43 yeast inh,EPAC2 antagonist,EPAC2 ag,EPAC1 ag,PTHR1 ag
CCc1nc2c(OCc3ccc(C#N)cc3)cccn2c1N(C)C(=O)c1ccc(C)cc1,6.1%,13.0%,21.0%,16.1%,?,5.9%,7.6%,-14.8%
O=C(CN1C(=O)/C(=C\c2cccc(Br)c2)Oc2ccccc21)NCCCN1CCOCC1,14.4%,31.5%,11.6%,?,0.1%,-7.9%,8.3%,i
CC1(C)Cc2c(ccc3ccccc23)/C(=C/C#N)N1,0.7%,39.8%,-14.7%,-0.8%,-16.0%,23.2%,11.3%,2.7%[57.5 µM]
COC(=O)c1ccc(COc2ccccc2/C=N/NS(=O)(=O)c2ccc(C)cc2)cc1,-1.6%,25.9%,-1.6%,-27.7%,-3.8%,7.8%,19.6%,i
O=S(=O)(Nc1nc2ccccc2nc1N1CCN(c2ccccc2)CC1)c1ccc(F)cc1,-1.3%,.,-6.5%,6.4%,-3.4%,4.6%,0.3%,-30.7%[inhibitor]
Cc1ccc(C(=O)Nc2ccccc2C(=O)O)cc1S(=O)(=O)Nc1ccccc1,-4.0%,5.4%,-24.5%,-2.0%,?,-6.7%,-3.0%,-1.0%
Cc1ccc(-n2nc3c(c2NC(=O)c2ccco2)CS(=O)(=O)C3)c(C)c1,1.9%,14.0%,-8.8%,-2.3%,-1.0%,-1.3%,-1.5%,i
COc1cc(C=c2c3ccccc3n3c2cc(-c2ccccc2)[n+]3C)cc(OC)c1OC,0.5%,.,5.3%,-6.5%,35.7%[activator],?,14.1%,i
O=C(O)CSc1nnc(C2CC2)n1-c1ccccc1,4.6%,7.4%,-0.4%,4.4%,8.2%,0.6%,-1.3%,i
C/C(N)=C(/C#N)C(=O)CSc1nc2cc(Cl)ccc2s1,-0.6%,22.0%,4.6%,?,13.9%,9.5%,3.9%,-36.4%[inhibitor]

# Compound profiles (already shown).
# O=C(O)CSc1nnc(C2CC2)n1-c1ccccc1 in the list: aSyn yeast inh: 4.6%; FUS suppressor: 7.4%; EPAC1 antagonist: -0.4%; TDP-43 yeast inh: 4.4%; EPAC2 antagonist: 8.2%; EPAC2 ag: 0.6%; EPAC1 ag: -1.3%; PTHR1 ag: i
# CC1(C)Cc2c(ccc3ccccc23)/C(=C/C#N)N1 in the list: aSyn yeast inh: 0.7%; FUS suppressor: 39.8%; EPAC1 antagonist: -14.7%; TDP-43 yeast inh: -0.8%; EPAC2 antagonist: -16.0%; EPAC2 ag: 23.2%; EPAC1 ag: 11.3%; PTHR1 ag: 2.7%[57.5 µM]

# Carrying on.
SMILES,aSyn yeast inh,FUS suppressor,EPAC1 antagonist,TDP-43 yeast inh,EPAC2 antagonist,EPAC2 ag,EPAC1 ag,PTHR1 ag
Cc1cccc(NC(=O)/C(C#N)=C/c2ccc(F)cc2)n1,-6.9%,-19.4%,1.0%,-21.6%,-3.7%,7.9%,-11.3%,i
Cc1oc(CSCC2CCCO2)cc1C(=O)O (centres undefined),0.3%,-15.0%,-1.0%,11.3%,11.6%,2.4%,-3.7%,i
COc1cccc(CNCCO)c1OCc1ccccc1,1.6%,-1.0%,6.5%,-10.9%,-1.8%,-2.4%,5.6%,18.4%
COc1ccccc1C1/C(=C(/O)c2ccc(C)cc2)C(=O)C(=O)N1CCN1CCOCC1 (centres undefined),6.1%,.,5.8%,-8.2%,3.3%,3.7%,4.7%,i
Cc1ccc(C(=O)CSc2ncnc3sc4c(c23)CCC(C)C4)cc1 (centres undefined),1.5%,3.8%,-15.6%,-7.9%,-12.9%,-0.2%,-2.4%,i
Fc1cccc(Cl)c1Cn1nnc(-c2ccc(N3CCOCC3)cc2)n1,-14.9%,10.2%,0.0%,-3.4%,-4.1%,12.4%,0.9%,-16.5%
Cc1ccc2nc(-c3ccc(SCC(=O)Nc4nc(C)cs4)nc3)[nH]c2c1,-0.9%,27.5%,32.9%[activator],-4.5%,5.8%,-5.3%,1.2%,-26.3%
CC1CCN(S(=O)(=O)c2cn(C)c(=O)n(C)c2=O)CC1,0.7%,-11.8%,6.7%,6.0%,0.3%,15.5%,0.5%,i
CC(C)NC(=O)CSc1nc2ccccc2n1CC(=O)N1CCc2ccccc21,-3.4%,1.6%,-1.7%,-14.3%,7.2%,8.2%,2.6%,i
Cc1ccc(Cl)cc1NC(=O)c1ocnc1C,-17.4%,41.6%,-0.4%,-11.4%,9.4%,1.0%,-0.1%,10.0%[57.5 µM]
CSc1ccc(CN2CCc3c([nH]c4ccccc34)C2)cc1,1.2%,7.1%,-9.6%,4.9%,-1.2%,17.1%,4.0%,-7.1%
COc1ccc(Cn2c(=O)c3cccnc3n(Cc3ccc([N+](=O)[O-])cc3)c2=O)cc1,-4.6%,-8.0%,13.1%,4.7%,-6.4%,18.9%,9.0%,?
Cc1ccc2sc(-c3ccc(NC(=O)c4cc(-n5cnnc5)ccc4Cl)cc3)nc2c1,5.6%,?,7.7%,-10.7%,7.4%,0.3%,0.9%,-44.6%[inhibitor][57.5 µM]
COc1ccc(Cl)c(NC(=O)NCCN2CCN(c3ccccc3)CC2)c1,1.3%,-7.7%,-7.2%,6.4%,1.2%,-1.1%,-3.8%,-22.5%[57.5 µM]
C(=N\Nc1nc(Nc2ccccc2)nc(Nc2ccccc2)n1)/c1cccnc1,-1.6%,35.6%,-8.3%,1.2%,2.2%,1.6%,1.7%,-12.9%
O=C(NCC1CCCO1)c1cc(Br)c(Br)s1 (centres undefined),-1.5%,3.5%,?,?,-5.0%,-3.7%,-3.5%,i
O=C(CC[C@H]1O[C@@H](n2ccc(=O)[nH]c2=O)[C@H](O)[C@@H]1O)N1CCN(Cc2cccc3ccccc23)CC1,-1.1%,-2.5%,7.8%,5.5%,0.9%,-0.2%,-17.3%,2.5%
O=C(c1ccco1)N1CCN(C(=O)c2cccc3c2C(=O)N(C2CCCCC2)C3)CC1,1.2%,.,0.5%,-9.0%,3.8%,-0.8%,7.1%,i
CC[n+]1c(P(=O)([O-])c2ccccc2)[nH]c2ccccc21,-5.7%,28.0%,8.5%,11.9%,18.1%,-3.4%,-0.7%,-6.1%
CCOC(=O)C1(C)CCCCCN1C(=O)c1ccc(OC)c(C(F)(F)F)c1 (centres undefined),-2.2%,20.8%,-21.3%,6.3%,-13.4%,-7.2%,-11.3%,i
CCCCn1c(N)c(N(CCOC)C(=O)CSCc2ccc(Cl)c(Cl)c2)c(=O)[nH]c1=O,-2.6%,21.9%,9.3%,-12.8%,-9.2%,1.3%,1.2%,-18.2%
CCc1ccc(NC(=O)Cn2c(=O)ccc3cc(S(=O)(=O)N4CCCC4)ccc32)cc1,-5.6%,-3.3%,.,-0.3%,.,.,.,-17.2%

# Screens deposited in PubChem by National Center for Advancing Translational Sciences (NCATS).

# An excerpt (hit frequency here may not be typical).
